Screening data from PubChem BioAssay.
Granule exo inh = LAMP-1 surface exposure blockers, TALL-104 cells – cell-based, flow cytometry, MLPCN library, primary screen; inhibition, % at 10 µM; TALL-104 LAMP-1 surface exposure; cells stimulated with thapsigargin and PMA; hit rate 0.66% among 360,000;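 active means inhibition above about 55%, limit read from the data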
SRC2 inh = inhibition of GAL4-SRC2 driven luciferase reporter, primary screen, SRC2 inhibitor project, cell-based, luminescence | Nuclear receptor coactivator 2 (Homo sapiens), Q15596 | HEK293 GAL4-SRC2 luciferase reporter | inhibition, % at 9 µM | hit rate 0.17% among 370,000 | AID 651957, 2012;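 active means inhibition above the mean inhibition of all tested compounds plus 3 SD, set per campaign, cut at about 52% in these data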;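 further: 0% = DMSO treated cells and 100% = cells given Gossypol at 36 µM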
NCOA1 inh = SRC1 coactivator transcriptional activity inhibitors, primary screen, cell-based, luminescence; HEK293 GAL4-SRC1 luciferase reporter; inhibition, % at 3.6 µM; hit rate 0.12% among 360,000; AID 588354, 2011;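 active means inhibition above the campaign mean plus 3 SD, with each screening campaign given its own cutoff, cut at about 60% in these data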;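 further: 0% = DMSO treated cells and 100% = gossypol at 36 µM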
ABHD5 PLIN5 PPI = ABHD5-PLIN5 interaction inhibitors, primary screen, cell lysate, split luciferase complementation, luminescence. inhibition, % at 4 µM. Perilipin-5 (Homo sapiens) + 1-acylglycerol-3-phosphate O-acyltransferase ABHD5 (Homo …. hit rate 0.78% among 360,000. AID 602281, 2012. Split G. princeps luciferase complementation, 4 h;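 active means inhibition above the mean inhibition across every tested compound plus 3 SD, cut at about 22% in these data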;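 further: 0% = DMSO only wells and the 100% control is not disclosed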
Target sequence (Q00G26 whole entry, looked up): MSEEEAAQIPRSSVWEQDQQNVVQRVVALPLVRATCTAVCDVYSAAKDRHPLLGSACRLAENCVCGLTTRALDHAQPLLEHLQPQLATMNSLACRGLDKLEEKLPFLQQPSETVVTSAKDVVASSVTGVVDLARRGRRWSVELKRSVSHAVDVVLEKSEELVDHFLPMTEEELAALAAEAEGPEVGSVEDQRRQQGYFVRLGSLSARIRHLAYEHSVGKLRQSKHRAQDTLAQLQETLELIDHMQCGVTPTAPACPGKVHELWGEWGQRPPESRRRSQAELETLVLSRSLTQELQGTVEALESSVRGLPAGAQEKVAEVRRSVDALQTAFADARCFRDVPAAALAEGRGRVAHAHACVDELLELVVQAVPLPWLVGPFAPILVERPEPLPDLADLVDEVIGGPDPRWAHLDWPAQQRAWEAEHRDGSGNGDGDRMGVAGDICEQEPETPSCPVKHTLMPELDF
Target sequence (Q8WTS1 whole entry, looked up): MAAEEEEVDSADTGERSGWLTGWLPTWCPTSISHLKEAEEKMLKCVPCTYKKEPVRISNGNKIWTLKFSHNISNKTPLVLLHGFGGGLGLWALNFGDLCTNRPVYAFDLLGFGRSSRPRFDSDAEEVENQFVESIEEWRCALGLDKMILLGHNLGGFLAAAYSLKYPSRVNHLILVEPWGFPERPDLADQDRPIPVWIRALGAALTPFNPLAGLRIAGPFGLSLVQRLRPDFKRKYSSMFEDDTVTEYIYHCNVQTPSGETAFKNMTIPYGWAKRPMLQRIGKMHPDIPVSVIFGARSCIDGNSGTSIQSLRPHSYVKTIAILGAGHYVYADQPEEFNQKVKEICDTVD
NR5A2 inv ag = LRH-1 (NR5A2) inverse agonists, primary screen, cell-based, luminescence, HEK293T, StAR-luciferase reporter; inhibition, % at 3.6 µM; hit rate 0.13% among 360,000; Nuclear receptor subfamily 5 group A member 2 (Homo sapiens), O00482; LRH-1 transfected, 24 h;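 active means inhibition above the mean inhibition of all tested compounds plus 3 SD, cut at about 73% in these data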;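 further: 0% = DMSO wells and 100% = reporter-only cells lacking LRH-1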
TLR9-MyD88 inh = inhibitors of TLR9-MyD88 association in cells, primary screen, cell-based, CHO, BLA complementation, fluorescence; Toll-like receptor 9 (Homo sapiens) + Myeloid differentiation primary response protein …; CCF4 FRET ratio; inhibition, % at 4.98 µM; hit rate 0.21% among 340,000; AID 504734, 2011;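 active means inhibition above the mean over all tested compounds plus 3 SD, cut at about 21% in these data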;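 further: 0% = DMSO only wells and 100% = clavulanate BLA inhibitor control wells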
COUP-TFII inh = NR2F2 transcriptional activity inhibitors, primary screen, cell-based, luciferase reporter, HEK293T, luminescence | hit rate 0.7% among 370,000 | COUP transcription factor 2 (Homo sapiens), P24468 | inhibition, % at 8.6 µM | HEK293T NGFI-A luciferase reporter;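 active means inhibition above a per-plate cutoff, mean inhibition of test wells between control levels plus 3 SD, cut at about 38% in these data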;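 further: cells cotransfected with COUP-TFII expression vector driving the NGFI-A reporter; 0% = median of COUP-TF2 test wells and 100% = reporter-only cells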
NCOA3 inh = SRC3 coactivator transcriptional activity inhibitors, primary screen, cell-based, luminescence. HEK293 GAL4-SRC3 luciferase reporter. inhibition, % at 3.6 µM. hit rate 0.17% among 360,000. Nuclear receptor coactivator 3 (Homo sapiens), Q9Y6Q9;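 active means inhibition above a per-campaign cutoff, the mean of all compounds plus 3 SD, cut at about 60% in these data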;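 further: 0% = DMSO-treated cells and 100% = gossypol-treated cells at 36 µM; higher means less SRC3-driven luciferase light from the GAL4 reporter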
TROY signal inh = inhibitors of TROY-driven NF-kB signaling, primary screen, Q293 LMP1-TROYcd cells, NF-kB luciferase, uHTS. Q293 LMP1-TROYcd NF-kB luciferase reporter, 4 h. inhibition, % at 10 µM. hit rate 0.98% among 360,000. AID 1347056, 2019;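 active means compounds whose plate-normalised and pattern-corrected inhibition of the luciferase reporter signal at the single screening dose is 50% or more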
NOD2-RIPK2 inh = NOD2-RIPK2 binding disruptors in cells, primary screen, fluorescence, CHO cells, BLA complementation. Receptor-interacting serine/threonine-protein kinase 2 (Homo sapiens), O43353. CCF4 ratio. inhibition, % at 4.98 µM. hit rate 0.38% among 360,000; in the data active means inhibition above about 21%;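 further: 0% = vehicle only and 100% = reference blocker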
TWEAK Fn14 block = inhibitors of TWEAK-Fn14 signaling, primary screen, luciferase reporter cells, uHTS; inhibition, % at 10 µM; hit rate 2% among 360,000; TWEAK-stimulated Fn14 reporter cells, luciferase luminescence, 8 h; AID 1159606, 2016; in the data active means inhibition above about 50%
The depositor's hits bear a star; . = no result given; & = joins results of further samples. This is a subset (hit frequency here may not be typical).

SMILES	Granule exo inh	SRC2 inh	NCOA1 inh	ABHD5 PLIN5 PPI	NR5A2 inv ag	TLR9-MyD88 inh	COUP-TFII inh	NCOA3 inh	TROY signal inh	NOD2-RIPK2 inh	TWEAK Fn14 block
CCNC(=O)NC(=O)C(C)OC(=O)CCCSc1nc2ccccc2s1 (stereo not given)	2.9	41.5	-22.8	-0.5	7.0	0.4	31.4	6.4	39.3	-1.0	59.3*
CCC(C)Sc1cccc(-c2nc3cc(C)ccn3c2NCc2ccccc2)c1 (stereo not given)	2.7&38.6	-37.0&-13.6	-15.4	-2.3&-11.4	-19.4&-41.1	-4.5	-16.5&5.9	-4.7	-43.5&-26.6	2.1&3.9	-7.6&-28.0
Cc1ccc(Cn2ccsc2=NC(=O)COC(=O)c2ccc(O)cc2O)cc1	7.0	-29.6	-65.3	1.7	-32.4	-8.6	-19.0	-49.1	15.3	-9.6	12.7
COC(=O)c1cccc(NC(=O)c2ccc3c(c2)C(=O)N(Cc2cccnc2)C3=O)c1C	2.8	-25.7	-9.1	5.9	-11.9	-5.6	-8.5	-7.3	4.6	9.2	-1.1
OCc1nc2ccccc2n1CCCOc1ccc(Br)cc1	0.5	-3.3	-18.0	-0.8	-50.6	5.7	-15.4	-16.4	-13.7	-2.4	-24.2
CC(=O)Nc1cc2c(cc1NC(=O)Cn1nc(-c3ccc4c(c3)OCCO4)ccc1=O)OCCO2	-7.8	4.4	-12.4	-0.1	-0.5	7.4	0.8	-19.6	4.9	-1.4	4.5
O=C1CC(N2CCC(O)(c3ccc(Br)cc3)CC2)C(=O)N1c1ccc(Cl)cc1 (stereo not given)	-19.9	-3.2	-1.7	11.5	-4.2	-1.2	12.2	-0.1	-0.6	3.6	0.5
COc1cc(Br)c(C(=O)c2nccc3cc(OC)c(OC)cc23)cc1OC	12.5	-3.8	6.9	-6.5	4.2	-8.7	18.5	-8.2	0.2	5.8	1.7
CN(C(=O)CN1C(=O)/C(=C/c2ccc(F)cc2)SC1=S)C1CCS(=O)(=O)C1 (stereo not given)	3.0	-39.7	3.0	5.5	-16.1	-6.2	-10.4	7.6	-0.8	10.4	-20.6
Cc1ccc2nc(-c3ccccc3)c(CN3CCOCC3)n2c1	-0.3	-19.8	10.2	-5.0	-37.3	-16.6	-12.7	-12.0	7.3	-3.0	-6.8
O=C(CSc1nnc(COc2ccccc2)n1Cc1ccco1)Nc1ccc2c(c1)OCCO2	-2.5	-3.8	8.3	2.0	30.3	0.6	-0.5	26.5	-9.6	1.8	-6.8
Cc1csc(Sc2nc3c(c(=O)[nH]c(=O)n3C)n2Cc2ccccc2Cl)n1	4.1	-22.6	-10.8	-9.9	18.1	2.8	8.0	13.5	2.3	-1.1	15.6
NC(=O)c1c(NC(=O)c2cccs2)sc2c1CCCCCC2	-0.9	-29.7	-65.4	-2.5	-116.1	-6.0	-27.5	-57.9	-9.6	-2.0	15.6
COC(=O)c1cn(Cc2ccc(C(F)(F)F)cc2)cc(F)c1=O	8.2	-0.3	11.3	-2.7	20.1	-5.4	15.2	19.4	-53.0	4.2	-22.7
CC(C)(Oc1ccc(Cl)cc1)C(=O)NC1CCSC1=O (stereo not given)	-3.3	.	3.9	2.8	4.5	-8.3	.	22.8	16.3	-2.9	3.4
COc1cccc(-c2nc(-c3ccc(C(=O)O)cc3)no2)c1	5.4	-108.0	-111.5	0.3	-108.9	0.4	-27.2	-115.6	-26.3	-15.6	34.6
CCN1CCCC1CN=Cc1c(O)n(-c2ccccc2)c(=O)c2ccccc12 (stereo not given)	0.8	12.3	-7.2	-4.7	0.2	-8.0	2.5	3.9	-0.8	3.5	1.6
CCc1nnc(NC2=NCCC2)s1	0.1	0.3	-9.7	-1.4	-11.2	-11.8	0.5	-18.3	3.3	3.0	-2.3
CC1(C)C(=O)OC(c2c(F)c(F)c(F)c(F)c2F)C2(CCCCC2)C1=O (stereo not given)	5.6	-4.1	-29.4	8.6	-7.7	-3.7	-0.7	26.6	-12.4	-2.1	8.2
CCc1cc(-c2nnn(CCC3COCCO3)c2CC)cc(CC)c1-c1cn(Cc2ccccc2)nn1 (stereo not given)	6.3	6.2	-6.4	-5.9	1.6	1.0	30.1	7.1	4.2	-4.6	-2.8

Full records, looked up by structure. Order of values: Granule exo inh, SRC2 inh, NCOA1 inh, ABHD5 PLIN5 PPI, NR5A2 inv ag, TLR9-MyD88 inh, COUP-TFII inh, NCOA3 inh, TROY signal inh, NOD2-RIPK2 inh, TWEAK Fn14 block
COC(=O)c1cn(Cc2ccc(C(F)(F)F)cc2)cc(F)c1=O is listed as 8.2, -0.3, 11.3, -2.7, 20.1, -5.4, 15.2, 19.4, -53.0, 4.2, -22.7
CCc1nnc(NC2=NCCC2)s1 is listed as 0.1, 0.3, -9.7, -1.4, -11.2, -11.8, 0.5, -18.3, 3.3, 3.0, -2.3
Cc1csc(Sc2nc3c(c(=O)[nH]c(=O)n3C)n2Cc2ccccc2Cl)n1 is listed as 4.1, -22.6, -10.8, -9.9, 18.1, 2.8, 8.0, 13.5, 2.3, -1.1, 15.6
COc1cccc(-c2nc(-c3ccc(C(=O)O)cc3)no2)c1 is listed as 5.4, -108.0, -111.5, 0.3, -108.9, 0.4, -27.2, -115.6, -26.3, -15.6, 34.6

Continuation.
SMILES	Granule exo inh	SRC2 inh	NCOA1 inh	ABHD5 PLIN5 PPI	NR5A2 inv ag	TLR9-MyD88 inh	COUP-TFII inh	NCOA3 inh	TROY signal inh	NOD2-RIPK2 inh	TWEAK Fn14 block
CCc1ccc(-c2cc(C)no2)cc1S(=O)(=O)N1CCCN(Cc2ccc(F)cc2)C1	4.8	10.4	-8.3	5.2	-4.9	-10.4	-24.2	-11.2	18.9	7.5	-6.0
O=C(NCc1cccs1)c1noc2c1CCCCC2	-1.1	-51.8	-52.2	-3.0	-26.5	-3.3	-16.1	-75.3	-31.1	0.9	-13.2
C[N+]1(CC2COC3(CCCCC3)O2)CCCC1 (stereo not given)	0.4	96.9*	-1.5	1.6	0.7	0.9	-12.6	8.8	-10.5	0.0	4.8
CCOC(=O)C1CCN(Cc2cc(C(C)(C)C)c(O)c(C(C)(C)C)c2)CC1	5.6	21.3	-6.1	-1.8	-12.8	-1.9	7.1	13.3	-3.8	-3.4	9.2
COc1ccc(/C=C/C(=O)NNC(=O)c2cc(C)oc2C)cc1	-8.6	-13.2	12.0	0.6	12.4	7.8	9.1	8.1	-23.7	10.1	15.8
COc1ccc(OC)c(NC(=O)NNS(=O)(=O)c2ccc(C)cc2C)c1	-0.5	1.9	5.2	1.1	3.8	-4.0	2.1	7.9	-8.0	-12.0	6.0
CCCS(=O)(=O)N1CCC(C(=O)NC2CCC(C)CC2)CC1 (stereo not given)	-0.1	-44.0	-59.1	-5.4	-27.4	-9.7	0.3	-45.1	-34.9	-5.9	-15.9
CCOc1ccc(/C=C2\SC(=O)N(CCNC(=O)CN3C(=O)NC4(CCCC4)C3=O)C2=O)cc1OC	-13.9	17.6	1.2	-2.7	-8.9	0.4	-14.5	-10.4	5.4	-5.0	10.4
COC(=O)c1ccccc1NC(=O)COc1ccc(S(=O)(=O)NC(C)C)cc1	24.0	4.8	-5.9	-0.8	-10.7	-6.3	-1.3	6.4	12.3	0.3	4.4
Cc1cccnc1NC(=O)c1ccc(NS(=O)(=O)/C=C/c2ccccc2)cc1	2.4	7.1	-1.3	-4.6	2.2	5.2	4.1	11.2	-4.1	-2.9	8.2
Cc1cc2c(SCC(=O)NC3CCCC3)ncnc2s1	2.5	17.8	-21.0	4.3	6.8	-10.2	-13.4	5.3	-25.3	-3.5	-38.8
Cc1ccc(C(C)C)c(OCC(=O)NCC(c2cccs2)N2CCOCC2)c1 (stereo not given)	1.7	4.2	7.3	-11.2	-5.2	6.5	3.0	11.9	34.6	-0.5	14.7
CC1=C(C(=O)Nc2ccccn2)C(c2ccc(Cl)cc2Cl)NC(=S)N1 (stereo not given)	-0.4	6.7	-34.8	0.1	-17.6	-4.4	-8.2	-26.5	-13.4	-3.3	-32.4
COc1ccc(/C=N/Nc2nc(Nc3ccccc3)nc(N3CCCCC3)n2)cc1OC	1.2	-16.4	-96.9	-7.5	-41.4	-2.5	-22.2	-26.5	-75.9	2.1	39.8
COC(CN(C(=O)CCl)C(C(=O)NC1CCCCC1)c1ccc(Cl)cc1)OC (stereo not given)	-3.1	-38.8	-13.2	0.1	13.6	-6.4	-7.2	6.9	1.8	-3.0	-10.2
CN(CC(=O)Nc1ccc(F)c(F)c1F)C(=O)/C=C/c1ccc(Cl)cc1	-0.9	-6.8	5.3	-3.6	7.2	-14.9	6.6	20.1	8.7	-9.4	-7.1
CC(=O)c1ccc(OCc2cc(C(=O)N3CCC[C@H]3CO)no2)cc1	-4.1	-4.4	5.1	4.5	-5.7	-3.2	7.8	9.8	-5.0	1.0	-12.6
COc1ccc(Cl)cc1NC(=O)Cn1nnc(C(=O)NCCc2ccc(OC)c(OC)c2)c1N	-1.4	-11.5	3.4	2.4	11.5	-4.7	-0.8	10.9	19.7	-4.8	-9.8
COC(=O)c1cc(Cl)c(NC(=O)C(C)C)cc1OC	3.4	0.5	-1.7	3.5	8.3	-6.5	-24.1	13.7	-4.0	-3.2	-4.2
CC(C)CC(c1nnnn1CCc1ccccc1)N1CCC(C(N)=O)CC1 (stereo not given)	-2.5	-52.1	5.8	7.4	-10.3	4.3	12.7	15.1	3.4	2.7	0.8
CC(C)N(C(=O)COC(=O)c1cccc(N(C)C)c1)c1ccccc1	-6.2	-6.1	0.9	0.1	8.7	6.7	3.1	20.0	-9.0	-9.5	9.7
CCSc1nnc2c(n1)OC=Nc1ccc(Br)cc1-2	-2.1	-4.6	-3.5	-3.0	3.1	-4.1	-13.2	-3.3	-20.4	1.4	8.1
O=C1NCCN/C1=C\C(=O)c1ccc(Br)cc1	-5.6	-46.0	-69.9	1.8	-103.2	.	-46.1	-98.3	-35.1	8.0	-5.2
COc1ccc(S(=O)(=O)N2CCOCC2)cc1NC(=O)c1ccc2c(c1)OCO2	-2.6	-0.9	7.9	-5.2	12.8	4.2	12.5	-2.9	-2.5	0.1	-17.6
Cc1ccc2ccc(C(Nc3ccccn3)c3ccccc3)c(O)c2n1 (stereo not given)	3.4	-18.8	-4.6	4.1	10.3	6.2	11.1	-3.3	-23.7	4.7	-19.3
O=C1CN(C(=O)c2ccccc2F)c2ccccc2N1	-3.1	-9.9	6.9	-3.5	-13.4	-7.3	6.3	9.2	8.4	-6.1	-2.0
O=C(C=Cc1ccco1)N1CCOCC1	-15.2	-35.8	1.5	1.0	-17.9	-0.2	10.1	11.4	-7.2	-0.1	10.6
